# High-throughput results from PubChem.
# NR2E3 ag-1: NR2E3 agonists in two-hybrid cells, primary screen, cell-based, luminescence, CHO-S, Gal4-NCOR/VP16-NR2E3 | 360,000 compounds, 0.35% hits | AID 602229, 2012 | inhibition of corepressor binding, % at 3.98 µM | Photoreceptor-specific nuclear receptor (Homo sapiens), Q9Y5X4 | luciferase;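 active = inhibition above the mean of all tested compounds plus 3 SD, cut at about 70% in these data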;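 note: 0% = DMSO with NR2E3 transfected cells and 100% = cells lacking NR2E3 construct; higher means lower luciferase signal from less NR2E3 corepressor binding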
# Target sequence (Q9Y5X4 whole entry, looked up, the tested form may be a part): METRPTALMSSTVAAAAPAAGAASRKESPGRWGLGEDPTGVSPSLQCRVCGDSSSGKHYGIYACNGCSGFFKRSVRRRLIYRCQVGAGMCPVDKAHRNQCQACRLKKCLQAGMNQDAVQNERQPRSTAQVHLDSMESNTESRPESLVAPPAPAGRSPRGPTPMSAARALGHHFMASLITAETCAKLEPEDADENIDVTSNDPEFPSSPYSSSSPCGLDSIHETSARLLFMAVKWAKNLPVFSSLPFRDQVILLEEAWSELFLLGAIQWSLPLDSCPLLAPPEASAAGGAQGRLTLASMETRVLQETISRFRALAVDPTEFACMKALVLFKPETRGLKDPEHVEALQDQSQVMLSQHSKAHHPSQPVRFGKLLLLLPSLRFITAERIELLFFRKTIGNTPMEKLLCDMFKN
# aDG glyco up: activators of alpha-DG glycosylation, primary screen, uHTS, Pro5-aDG cells, AlphaScreen. alpha-DG glycosylation AlphaScreen (IIH6); 0% Pro5, 100% B10-LARGE cell signal. activation, % at 10 µM. 360,000 compounds, 0.22% hits. AID 624168, 2012;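 active = activation of at least 8% versus controls, or a plate z-score of at least 8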;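 note: Pro5 are CHO cells carrying HIG-tagged alpha-DG that lacks glycosylation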
# hiPSC survival: enhancers of single-cell hiPSC survival, primary screen, ATPlite luminescence. 100% = ROCK inhibitor wells, 0% = DMSO. survival enhancement, % at 20 µM. 360,000 compounds, 0.044% hits. AID 602274, 2012; in the data active = survival enhancement above about 18%;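 note: cells exposed to compounds for 16 hours before the ATP read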
# Vif imaging: HIV Vif self-association inhibitors, primary screen, imaging, HEK293T, single point. 340,000 compounds, 0.35% hits. HEK293T cells, Vif self-association by quenched fluorescence, 24 h. inhibition, % at 7.49 µM; in the data active = inhibition above about 50%, passing the limit was not always enough; inconclusive = no clear call, values can overlap the other calls; inactive = below about 31%; note: some results filed as inactive read as strong as hits
# NR2E3 ag-2: inhibitors of NR2E3-RetCOR corepressor binding, primary screen, NR2E3 agonist project, biochemical, TR-FRET, GST-NR2E3, biotin-RetCOR; Photoreceptor-specific nuclear receptor (Homo sapiens), Q9Y5X4; 1536-well; inhibition of corepressor binding, % at 4.78 µM; 320,000 compounds, 0.12% hits; AID 2300, 2010;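 active = percent inhibition above the cutoff of mean plus 3 SD of all tested compounds, set per screening campaign, cut at about 20% in these data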;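 note: 0% = DMSO wells and 100% = biotin wells as full block of FRET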
#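 System: GST-tagged NR2E3 plus biotinylated RetCOR corepressor; Amount: 1.35 nM GST-tagged NR2E3 final; Dosing: single nominal compound dose of 4.8 µM; Schedule: 5 h incubation at 4 °C; Technique: TR-FRET with europium anti-GST and streptavidin-D2, 340 nm excitation; Controls: biotin wells as high control, 0.6% DMSO wells as low control.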
# HIF-2a inh: HIF-2a reporter inhibitors, primary screen, luminescence, 786-0 RCC cells; inhibition, % at 18.8 µM; 786-0 RCC cells HIF-2a reporter, luciferase luminescence, overnight; AID 624352, 2012; 360,000 compounds, 0.72% hits;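 active = inhibition of the luminescence signal of 40% or more relative to plate controls, in a single-dose primary screen at 18.75 µM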
# Exocytosis inh: LAMP-1 surface exposure blockers, TALL-104 cells – cell-based, flow cytometry, MLPCN library, primary screen | TALL-104 LAMP-1 surface exposure; cells stimulated with thapsigargin and PMA | inhibition, % at 10 µM | 360,000 compounds, 0.66% hits;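 active = inhibition above about 55%, limit read from the data; inconclusive = no clear call, values can overlap the other calls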
# TRPM1 prom inh: inhibitors of MITF-dependent TRPM1 promoter reporter, primary screen, cell-based, SK-MEL-5, single point, luciferase. SK-MEL-5 TRPM1 promoter luciferase, 24 h. inhibition, % at 12.5 µM. 330,000 compounds, 0.83% hits. AID 488899, 2010;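 active = mean inhibition across replicates of 60% or more, whatever share of single replicates reaches that level; inconclusive = some that reach 60%, reason not given; inactive = mean inhibition across replicates below 60%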; note: values of inactives mirror those of a sister screen read the other way
# PDI inh: inhibitors of human PDI, primary screen, biochemical, turbidity, single point, plate reader; Protein disulfide-isomerase (Homo sapiens), P07237; inhibition, % at 10 µM; 350,000 compounds, 0.052% hits; PDI insulin aggregation turbidity, A650, 90 min; AID 588391, 2011;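 active = mean inhibition across replicates of 30% or more, whatever share of single replicates reach that level; inconclusive = mean inhibition below 30% while every single replicate reaches 30%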;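 note: absorbance from insulin aggregation driven by PDI reduction with DTT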
# Target sequence (P07237 whole entry, looked up): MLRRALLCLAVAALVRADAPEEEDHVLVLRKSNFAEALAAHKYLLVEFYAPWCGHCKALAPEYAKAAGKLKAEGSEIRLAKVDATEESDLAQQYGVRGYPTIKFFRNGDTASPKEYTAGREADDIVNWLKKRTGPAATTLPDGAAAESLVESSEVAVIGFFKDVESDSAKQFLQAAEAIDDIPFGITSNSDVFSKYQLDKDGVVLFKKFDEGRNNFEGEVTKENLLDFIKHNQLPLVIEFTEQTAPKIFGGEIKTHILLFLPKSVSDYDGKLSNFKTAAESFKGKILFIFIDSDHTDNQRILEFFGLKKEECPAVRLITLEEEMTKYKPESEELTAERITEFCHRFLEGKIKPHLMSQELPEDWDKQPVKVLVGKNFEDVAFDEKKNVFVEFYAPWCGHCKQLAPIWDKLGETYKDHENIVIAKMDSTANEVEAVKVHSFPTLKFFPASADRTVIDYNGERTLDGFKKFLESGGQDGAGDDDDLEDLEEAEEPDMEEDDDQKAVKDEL
# Peg3 promoter: Peg3 promoter-driven luciferase inhibitors, primary screen, cell-based, HeLa, luciferase luminescence | HeLa PEG-Prom luciferase reporter, overnight | inhibition, % at 20 µM | 360,000 compounds, 1.7% hits | AID 588405, 2011;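 active = inhibition of at least 50% at 20 µM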
# CaV13 FRET inh: Disruptors of the CACNA1D IQ motif to Ca2+-dependent inactivation inhibitor domain association, primary screening, Förster resonance energy transfer in intact living …; 340,000 compounds, 0.098% hits; AID 743397; inhibition, % at 12.3 µM; HEK cells, CFP/YFP FRET ICDI-IQ, plate reader, 10 min; percent FRET-ratio fall versus neutral wells;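 active = mean replicate inhibition of at least 30% and at least 1% of replicates passing that level; inconclusive = only one of the two criteria is met; inactive = neither criterion is met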;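 note: 0% = median of the neutral control wells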
# An asterisk follows results filed as active; ? = inconclusive; nt = no result given.
No.	Structure	NR2E3 ag-1	aDG glyco up	hiPSC survival	Vif imaging	NR2E3 ag-2	HIF-2a inh	Exocytosis inh	TRPM1 prom inh	PDI inh	Peg3 promoter	CaV13 FRET inh
1	Cc1c(C)n(CCC#N)c2ccccc12	-8	0.0	9.5	5	-5	10	-5	-1	0	6	-8
2	Cc1ccc2c(c1)Oc1ccccc1C=C2C(=O)O	-13	-0.1	1.0	-8	-1	8	1	1	4	6	-5
3	CC(NC(=O)CSc1nc(=O)cc(N)n1CCc1ccccc1)c1ccccc1 (stereo unspecified)	4	-0.2	1.0	-8	-1	9	-1	4	7	6	-4
4	O=C(COc1ccccc1F)c1ccc(O)cc1O	-35	-0.4	5.3	-3	-2	-68	-2	-21	6	-76	-5
5	CCN(CC(=O)Nc1ccccc1C(F)(F)F)C(=O)C1CC(=O)N(Cc2ccccc2)C1 (stereo unspecified)	-8	0.0	-0.5	-14	-2	20	-3	-8	3	17	-5
6	CC1CCCN(C(=O)CNC(=O)c2cccs2)C1 (stereo unspecified)	-94	0.1	-0.2	-6	3	-159	-2	-62	0	-176	-4
7	CCCCN1CC(C)(C)[C@H](CC(=O)NC)C1=O	-12	0.0	2.3	-3	nt	3	4	nt	-5	-6	-3
8	CC(C)COC(=O)N(C)C[C@@H]1OCc2cnnn2CCCC(=O)N([C@@H](C)CO)C[C@H]1C	-21	-0.1	1.4	-2	nt	-5	6	nt	0	0	-5
9	CC(C)C(=O)Nc1ccc(C(=O)CSc2nnc(C3CC3)n2C2CC2)cc1	-6	0.1	-0.4	0	5	-8	0	-6	8	4	-2
10	Cc1ccc(CNC(=O)COC(=O)c2cc3c(s2)CCC(C)C3)cc1 (stereo unspecified)	15	0.3	3.9	1	3	12	1	15	-4	12	-5
11	Cc1ccc(NC(=S)/C(C#N)=C2/Nc3ccccc3S2)cc1	93*	0.0	-1.8	-5	nt	68*	4	nt	-17	30	-5
12	CSc1nc2ccc(NC(=O)c3ccc(=O)[nH]c3)cc2s1	-11	0.0	0.6	11	2	-24	-4	8	2	-7	-2

No.	Structure	NR2E3 ag-1	aDG glyco up	hiPSC survival	Vif imaging	NR2E3 ag-2	HIF-2a inh	Exocytosis inh	TRPM1 prom inh	PDI inh	Peg3 promoter	CaV13 FRET inh
13	COc1ccc(NC(=O)C2c3ccccc3OCC(=O)N2CCc2ccccc2)cc1 (stereo unspecified)	3	-0.2	-0.9	nt	nt	4	-9	nt	nt	nt	-5
14	CC(C)(C)c1ccc(C(=O)NCC(=O)NCc2ccccn2)cc1	4	0.0	-0.2	-4	5	-6	-2	-7	-14	-8	-6
15	COc1ccccc1CC(=O)N1CCOCC1	-14	-0.1	-0.2	-1	3	13	-5	8	-1	18	-3
16	CCOC(=O)C(NCc1ccco1)(NC(=O)c1ccc(OC)cc1)C(F)(F)F (stereo unspecified)	-26	-0.3	-5.5	nt	0	0	4	8	-3	1	nt
17	CN1CCN(C(c2ccccn2)c2cc(Cl)c3cccnc3c2O)CC1 (stereo unspecified)	9	-0.4	-0.8	2	0	20	1	21	-2	16	-5
18	Brc1ccc(C2=NC(Cc3ccccc3)CO2)cc1 (stereo unspecified)	5	0.2	-1.5	-7	4	-190	-3	nt	-3	-363	-10
19	CCOC(=O)C1Nc2ccc(C(=O)O)cc2C2C=CCC12 (stereo unspecified)	-37	0.1	-0.3	17	30*	23	12	12	10	-9	-6
20	CCN(CC)C(=O)C(=O)Nc1ccc(OCc2ccccc2)cc1	-6	0.0	0.2	-9	-1	-79	1	-9	-4	-15	-5
21	Cc1ccsc1/C=N/NC(=O)c1nnn(-c2nonc2N)c1C(C)C	-14	-1.0	0.8	16	0	-37	-2	18	6	-18	-4
22	O=C(CSc1nc(-c2ccccc2)cs1)Nc1cccc([N+](=O)[O-])c1	-2	0.5	0.8	-4	-1	-184	14	-28	17	-92	-2
23	COCCCNC(=O)/C(C#N)=C1\N=C(NC(=O)c2cccs2)c2ccccc21	-21	-0.1	0.0	-6	-3	-31	2	-2	-4	6	6
24	O=C(NCCC1=CCCCC1)c1ccc(-n2cncn2)c([N+](=O)[O-])c1	-15	0.1	-0.4	-1	-1	-19	16	2	-2	-38	-3

No.	Structure	NR2E3 ag-1	aDG glyco up	hiPSC survival	Vif imaging	NR2E3 ag-2	HIF-2a inh	Exocytosis inh	TRPM1 prom inh	PDI inh	Peg3 promoter	CaV13 FRET inh
25	c1ccc(-n2c(-c3ccncc3)nnc2N2CCOCC2)cc1	-20	-0.1	0.8	nt	2	-16	-6	-2	-7	-6	-7
26	OCCNCc1cccc2ccccc12	-10	0.0	-1.1	-2	5	26	-5	-38	-6	0	1
27	O=C(CSc1nnc(CCCN2C(=O)c3cccc4cccc(c34)C2=O)n1-c1ccccc1)NCCCO	-21	-0.3	-0.6	-1	1	13	?	-7	-16	6	-5
28	Cn1c(Cc2ccccc2)nnc1SCCC(=O)Nc1ccccc1	-4	0.0	1.7	8	2	11	0	5	20	9	-5
29	C#CCn1cc2c(c1-c1ccccc1)c(=O)n(C)c(=O)n2C	5	0.4	-2.3	-1	nt	-3	-2	nt	-2	10	-6
30	Cc1ccsc1C(=O)N1CCN(S(=O)(=O)c2cccs2)CC1	-15	0.1	1.0	11	0	8	1	3	-3	8	-6
31	C/C(=N\Nc1ccccn1)c1cccs1	-91	-0.2	-0.2	-1	-2	-324	-1	-74	6	-309	-4
32	O=C(O)C1CCN(Cc2cccnc2)CC1	-15	0.2	4.4	-2	3	5	0	10	5	17	-5
33	C/C(CC(=O)Nc1ccccn1)=N\NC(=O)c1ccccc1O	-12	-0.2	0.2	3	-5	-22	-16	17	4	16	-3
34	O=C(CSc1nnc(-c2c[nH]c3ccccc23)n1CC1CCCO1)Nc1ccc2c(c1)OCCO2 (stereo unspecified)	-2	-0.3	2.2	-14	-4	-40	-1	4	4	-8	-7
35	O=C(O)C(Cc1ccccc1)N=C(NS(=O)(=O)c1ccccc1)c1ccccc1 (stereo unspecified)	2	-0.1	3.9	12	nt	9	-2	13	-14	-6	-6
36	CCOC(=O)N1CCN(C(=O)CS(=O)Cc2nc(-c3cccc(C)c3)oc2C)CC1 (stereo unspecified)	17	-0.4	2.1	6	0	7	5	-1	nt	15	-10

No.	Structure	NR2E3 ag-1	aDG glyco up	hiPSC survival	Vif imaging	NR2E3 ag-2	HIF-2a inh	Exocytosis inh	TRPM1 prom inh	PDI inh	Peg3 promoter	CaV13 FRET inh
37	Cc1ccc(N2C(=S)SC3CS(=O)(=O)CC32)cc1 (stereo unspecified)	-20	-0.1	-0.1	-4	0	11	0	-24	2	9	5
38	CC(=O)c1cccc(NC(=O)C2=CC(c3ccco3)=NS(=O)(=O)N2C)c1	3	0.0	0.1	-9	1	-5	-2	-9	15	-30	-15
39	Cc1cnc(C(=O)OCC(=O)N2CC(C)CC(C)C2)cn1 (stereo unspecified)	15	-0.4	-0.5	-2	nt	10	5	12	4	1	-6
40	Cc1nn(CC(=O)N2c3ccccc3NC(=O)C2(C)C)c(C)c1[N+](=O)[O-]	22	-0.2	1.0	-4	1	1	-2	-2	5	4	-4
41	COc1ccccc1NC(=S)N(CCN(C)C)C(C)c1ccncc1 (stereo unspecified)	1	0.0	1.3	5	-2	9	14	-14	1	6	-2
42	Cc1ccc(NC(=O)N2CCC(=O)N2)cc1	-29	-0.2	-1.7	6	-2	-134	-1	-3	-2	-13	-6
43	CCC(NC(=O)COC(=O)C1CC2CCCC(C1)C2=O)c1ccc(Br)cc1 (stereo unspecified)	-27	-0.2	0.3	-9	2	12	5	4	4	5	-6
44	O=C(COC(=O)c1ccccc1C(F)(F)F)NC(=O)NCc1ccco1	-22	0.1	0.0	-4	nt	-2	4	1	-2	-9	-18
45	Cc1ccc(NC(=O)Cn2cnc3c(oc4nc5c(cc43)COC(C)(C)C5)c2=O)cc1	-3	-0.1	1.8	-5	-1	14	-2	29	-12	5	-15
46	O=c1[nH]c2ccccc2n1CCCOc1ccccc1	-5	0.2	1.6	-5	1	-58	0	-14	2	-45	nt
47	Cc1cccc(C(=O)Oc2ccccc2/C=N/Nc2ccc([N+](=O)[O-])cc2)c1	-30	0.5	2.5	-2	14	-74	-3	-15	4	-33	-6
48	COc1cccc(CNCCOCCO)c1OC	-13	0.0	-2.4	8	8	-16	5	6	17	-20	nt
49	O=S(=O)(NCC(c1cccnc1)N1CCOCC1)c1cccs1 (stereo unspecified)	-9	-0.1	1.6	1	3	-4	-1	-11	2	8	-12
50	O=C(NCc1ccco1)c1cc(-c2cccs2)nc2ccccc12	-17	0.2	0.7	-3	2	-17	3	-2	-9	18	-15
